NR5A2 inv ag: inverse agonists of human LRH-1 (NR5A2); O00482; HEK293T StAR-luciferase reporter, LRH-1 transfected, 24 h; inhibition, % at 3.6 µM; hit rate 0.13% among 360,000;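 active = inhibition above the mean inhibition of all tested compounds plus 3 SD, cut at about 73% in these data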;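 also: 0% = DMSO wells and 100% = reporter-only cells lacking LRH-1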
LMP1 NFkB inh: inhibitors of Epstein-Barr LMP1-induced NF-kappaB reporter. LMP1-induced NF-kappaB luciferase reporter cells, luminescence. inhibition, % at 12.5 µM. hit rate 0.69% among 350,000; in the data active = inhibition above about 41%;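 also: 0% = neutral control wells and 100% = reference inhibitor control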
C8 TRAIL sens: caspase-8 TRAIL sensitization. NB7+C8 cells + TRAIL, ATPlite viability luminescence. inhibition (viability loss, TRAIL sensitization), % at 10 µM. hit rate 1% among 360,000. AID 624354;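 active = compounds causing at least 50% loss of cell viability in the single-dose screen, relative to plate controls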
NCOA3 inh: inhibitors of human steroid receptor coactivator 3 (SRC3); Q9Y6Q9; HEK293 GAL4-SRC3 luciferase reporter, luminescence; inhibition, % at 3.6 µM; hit rate 0.17% among 360,000; AID 588352;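 active = inhibition above a per-campaign cutoff, the mean of all compounds plus 3 SD, cut at about 60% in these data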;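 also: 0% = DMSO-treated cells and 100% = gossypol-treated cells at 36 µM; higher means less SRC3-driven luciferase light from the GAL4 reporter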
KKLEB cytotox: reduces viability of KKLEB cystic fibrosis airway cells. KKLEB CF airway cells viability, ATPlite luminescence, overnight; hits give low values; cells stimulated with P. aeruginosa culture filtrate. activity change (cytotoxicity), % at 5 µM. hit rate 0.36% among 360,000. AID 602141;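 active = corrected activity change at or below -50% at 5 µM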
TWEAK-Fn14 inh: blocks TWEAK-Fn14 interaction in a reporter cell assay; TWEAK-stimulated Fn14 reporter cells, luciferase luminescence, 8 h; inhibition, % at 10 µM; hit rate 2% among 360,000; AID 1159606; in the data active = inhibition above about 50%
CF NFkB inh: inhibitors of cystic fibrosis induced NF-kB. KKLEB NF-kB-GFP reporter, PAF-induced, GFP fluorescence overnight. inhibition, % at 5 µM. hit rate 0.86% among 360,000. AID 588850;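 active = at least 50% inhibition at 5 µM, scaled per plate between neutral and stimulator controls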;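 also: PAF is a Pseudomonas aeruginosa culture filtrate used as stimulus; plate controls were PAF-stimulated DMSO wells for no effect and unstimulated DMSO wells for full effect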
COUP-TFII inh: NR2F2 (human) inhibition, primary screen | P24468 | HEK293T NGFI-A luciferase reporter, luminescence | inhibition, % at 8.6 µM | hit rate 0.7% among 370,000;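 active = inhibition above a per-plate cutoff, mean inhibition of test wells between control levels plus 3 SD, cut at about 38% in these data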;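 also: cells cotransfected with COUP-TFII expression vector driving the NGFI-A reporter; 0% = median of COUP-TF2 test wells and 100% = reporter-only cells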
Target sequence (P24468 whole entry, looked up): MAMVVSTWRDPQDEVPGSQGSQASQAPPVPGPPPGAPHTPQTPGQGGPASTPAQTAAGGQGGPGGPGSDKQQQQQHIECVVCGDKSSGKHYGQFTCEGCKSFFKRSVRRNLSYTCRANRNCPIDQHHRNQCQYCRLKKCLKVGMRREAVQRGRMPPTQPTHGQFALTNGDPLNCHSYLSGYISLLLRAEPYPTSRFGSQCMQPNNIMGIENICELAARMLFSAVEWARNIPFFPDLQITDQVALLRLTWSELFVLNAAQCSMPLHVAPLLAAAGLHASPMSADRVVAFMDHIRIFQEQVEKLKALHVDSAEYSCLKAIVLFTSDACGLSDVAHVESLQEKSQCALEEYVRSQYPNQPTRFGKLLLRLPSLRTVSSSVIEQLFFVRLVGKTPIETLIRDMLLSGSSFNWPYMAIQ
TROY signal inh: inhibitors of TROY-dependent NF-kB signaling; hit rate 0.98% among 360,000; inhibition, % at 10 µM; Q293 LMP1-TROYcd NF-kB luciferase reporter, 4 h;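 active = compounds whose plate-normalised and pattern-corrected inhibition of the luciferase reporter signal at the single screening dose is 50% or more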
SRC1 inh: human NCOA1 inhibition; inhibition, % at 3.6 µM; HEK293 GAL4-SRC1 luciferase reporter, luminescence; hit rate 0.12% among 360,000; AID 588354; Q15788;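 active = inhibition above the campaign mean plus 3 SD, with each screening campaign given its own cutoff, cut at about 60% in these data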;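 also: 0% = DMSO treated cells and 100% = gossypol at 36 µM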
NCOA2 inhibitor: human SRC2 (NCOA2) inhibition | Q15596 | HEK293 GAL4-SRC2 luciferase reporter, luminescence | inhibition, % at 9 µM | hit rate 0.17% among 370,000 | AID 651957;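 active = inhibition above the mean inhibition of all tested compounds plus 3 SD, set per campaign, cut at about 52% in these data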;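 also: 0% = DMSO treated cells and 100% = cells given Gossypol at 36 µM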
* = called active by the depositor; nt = no result given.

Compound,NR5A2 inv ag,LMP1 NFkB inh,C8 TRAIL sens,NCOA3 inh,KKLEB cytotox,TWEAK-Fn14 inh,CF NFkB inh,COUP-TFII inh,TROY signal inh,SRC1 inh,NCOA2 inhibitor
COc1ccc(CNC(=O)CCCn2nc(C)c([N+](=O)[O-])c2C)cc1,0.2,-1.3,0.3,4.8,3.4,8.8,-10.5,-10.0,12.7,-27.9,9.8
CCCCOc1ccc(/C(O)=C(\C#N)c2nc3ccccc3[nH]2)cc1,12.9,3.9,-16.7,-4.0,4.9,1.4,11.3,3.1,6.1,-10.9,-2.8
CC(C)(C)NC(=O)c1ccc2c3c(cccc13)CC2,-4.0,-3.9,-0.7,-8.9,-8.8,6.2,-2.2,-1.2,-23.9,-4.0,-49.6
COc1ccc(O)c(/C=N/NC(=O)CN2CCS(=O)(=O)CC2)c1,4.2,-17.1,6.2,-10.8,-7.1,5.0,-11.0,7.9,-4.6,-16.7,9.3
C=CCNC(=O)c1ccc2nccnc2c1,-4.6,0.8,-3.1,18.7,13.3,-8.1,3.5,8.0,-17.7,0.1,-5.2
Oc1ccccc1/C=N/N1CCN(c2ccccn2)CC1,-69.0,-11.1,9.9,-47.7,3.6,-26.2,-0.2,-17.1,-34.1,-45.2,-23.4
O=C(NCCN1C(=O)S/C(=C/c2cccnc2)C1=O)c1ccc(S(=O)(=O)N2CCCC2)cc1,16.4,-7.3,11.9,-8.9,2.3,9.0,2.8,-10.6,-22.4,-6.1,-7.6
Cc1ccccc1NC(=O)COc1coc(CN2CCN(c3ccccc3)CC2)cc1=O,11.6,9.0,2.9,11.3,-5.3,1.9,6.3,13.8,-7.0,6.0,13.9
CC1(C)CC(=O)C2=C(C1)Nc1ccccc1NC2c1cccs1 (configuration not stated),2.2,2.3,-15.9,-0.1,1.5,14.1,5.2,8.4,-0.5,4.4,-5.1
CCOc1ccc(CCNC(=O)CCc2nnc3ccc(N4CCCC4)nn23)cc1OCC,6.1,-1.8,0.3,1.4,25.7,-28.0,-42.5,-4.2,3.5,8.4,-5.8
O=c1n2c(c(O)n1C1CCCCC1)C(c1ccccc1)=Nc1ccccc1C2,-26.6,nt,-22.4,16.8,-1.8,9.4,3.2,-10.2,1.6,6.3,7.0
Cc1ccc(NC(=O)CN(C)C(=O)CSc2nnc(C)s2)cc1,24.6,10.1,-7.7,7.4,-13.9,-6.7,13.5,1.1,-6.5,-6.1,-9.8
CCCC(=O)Nc1ccc(C(=O)NN=C(C2CC2)C2CC2)cc1,-7.0,7.6,2.8,-1.6,0.8,6.3,4.5,2.1,-3.9,3.4,-25.2
Cc1ccc(C(=O)OCC(=O)NCc2ccc(F)cc2)o1,-12.0,1.6,-12.9,10.6,5.4,1.9,22.3,-7.1,2.8,-2.7,12.8
CC1SCC(NC(=O)c2ccccc2Cl)CS1 (configuration not stated),-93.0,nt,27.4,-51.3,11.0,-3.1,-3.9,9.4,-29.4,-50.3,-23.6
Cc1ccc(N2C(=O)N(CC(=O)N3CCCc4ccccc43)C(=O)C2C)cc1 (configuration not stated),5.5,-0.2,-13.8,-0.3,3.2,8.4,-6.5,2.0,6.2,0.2,-13.5
Cn1cnnc1-c1cccc(NC(=O)c2cc(F)c(F)cc2Cl)c1,-18.3,-1.6,-14.0,9.5,-4.4,-28.4,1.9,-1.4,-14.2,-0.5,15.3
Cc1cc(C)c2cc(CNC3CCCC3)c(Cl)nc2c1,-13.1,-26.2,0.9,-0.5,-5.8,11.4,-6.3,2.7,-9.2,-13.4,-34.0
Cc1nc(SC(C)C(=O)NC2CCCCC2C)c2c(C)c(C)sc2n1 (configuration not stated),7.6,5.1,13.8,-12.7,2.5,-12.4,3.6,-15.7,19.1,-10.0,8.0
Cc1ccc(Nc2nc(N3CCOCC3)c3ccccc3n2)cc1,-39.8,3.8,6.2,7.7,-2.6,10.4,-10.8,7.5,-12.0,-2.1,-11.7
CCOC(=O)C1(NC(=O)C2(NC(=O)CN3C(=O)c4ccccc4C3=O)CCCC2)CCCC1,3.5,-1.0,3.4,-0.8,-2.2,23.6,3.3,18.6,-9.5,11.8,7.2
Cc1nn(Cc2ccc(Cl)cc2Cl)c(C)c1NC(=O)c1sc2ccccc2c1Cl,7.0,-2.1,-1.3,8.4,-18.0,-52.1,36.5,-1.0,-13.1,-6.3,-14.5
CCC(C)(C)C1CCC(=NNC(=O)c2ccc(Br)o2)CC1 (configuration not stated),-152.7,-1.0,-4.6,-69.4,3.0,-23.4,6.6,-28.4,-37.1,-99.0,-12.6
CC(C)(C)C(=O)NC(=S)Nc1cc(C(=O)O)ccc1Cl,6.5,-0.5,18.3,1.4,4.1,5.9,-0.8,4.4,-1.7,-8.2,-8.9
Cc1cc(-c2nn3c(-c4ccccc4)nnc3s2)c2ccccc2n1,48.9,-8.1,-2.9,1.1,9.4,-21.7,-47.3,-24.3,6.7,-15.9,-22.7
O=C(c1cncc(Br)c1)N1CCN(c2ccc(N3CCOCC3)nn2)CC1,-0.1,-0.6,-9.4,3.5,3.6,0.8,-15.1,8.9,-0.2,-5.9,18.3
COc1ccc(Cc2nc3ccccc3[nH]c2=O)cc1,-1.2,5.1,-3.8,-13.6,-10.1,13.3,18.4,3.1,6.7,-6.0,-14.3
COC(=O)c1ccccc1NC(=S)NC(=O)c1ccccc1F,13.9,2.1,-7.3,-4.5,-14.8,14.0,1.0,-3.1,-15.7,-8.3,3.5
Cc1cccc(C)c1NC(=O)C1(N(Cc2ccco2)C(=O)Cn2nnnc2N)CCCCC1,-15.2,0.5,8.2,9.0,14.1,8.9,-8.9,3.1,-0.9,7.3,-7.9
CC[C@]1(C(=O)OC)[C@H]2C(=O)N(Cc3ccccc3)C(=O)[C@H]2[C@H]2CN=C(SCc3ccccc3)N21,9.5,-0.1,-15.4,19.9,5.5,5.2,-15.1,7.9,6.7,5.4,12.4
Cc1ccc(C(=O)N2CCN(c3ccccc3Cl)CC2)cc1[N+](=O)[O-],-1.5,0.4,-0.3,17.6,6.6,-5.5,-1.8,8.3,6.9,1.1,-17.5
CCCCN(CCCNC(=O)C1CCN(S(=O)(=O)N2CCOCC2)CC1)c1ccccc1,9.2,8.2,0.6,17.8,-4.7,9.3,-12.0,2.2,6.8,-15.5,-4.4
O=C(O)c1ccccc1OC(C(=O)Nc1cc(Cl)cc(Cl)c1)c1ccccc1 (configuration not stated),24.8,4.5,14.3,8.0,-9.3,-37.2,-5.5,8.0,16.4,-24.6,-17.1
O=C(Cc1ccccc1)NC1(Cc2ccc(O)cc2)CCCCC1,-1.0,7.9,-4.7,-10.6,12.2,-1.8,-8.1,9.0,-1.5,8.8,5.0
CCCn1c(=S)[nH]c2cc(C(=O)NCC3CCCO3)ccc2c1=O (configuration not stated),-1.8,9.1,17.0,-2.2,27.7,14.7,-18.0,5.0,0.9,-11.3,-3.5
CCCNC(=O)c1ccc(-c2nc3ccccc3s2)s1,-167.1,-18.3,83.1*,-72.9,-49.6,51.7*,-38.9,-19.6,nt,-59.4,12.3
CC(C)C(NC(=O)c1ccccc1Cl)C(=O)OCc1nc2scc(-c3ccccc3Cl)c2c(=O)[nH]1 (configuration not stated),19.9,-2.8,-1.2,15.9,1.1,8.5,-6.9,10.4,19.4,0.0,18.4
CC(C)[C@H](NC(=O)c1ccccc1F)C(=O)NNC(=O)c1cccs1,-7.2,-1.3,-13.3,-3.6,8.4,-18.9,19.9,1.1,10.1,6.7,-5.7
COc1ccc(-c2oc(=O)c3cc(OC)c(OC)cc3c2-c2cc(F)cc(OC)c2)cc1,-0.7,-5.3,14.9,-0.5,-15.6,-2.0,-33.4,26.4,2.3,-9.8,-1.3
COc1ccc(/C=N/Nc2cn[nH]c(=O)c2Cl)cc1,-25.0,0.1,-4.6,-18.0,5.3,-12.0,-46.0,-57.0,-50.9,-17.9,-76.3
CC[C@@H]1Cc2[nH][nH]c(=O)c2[C@@H](c2ccc(F)cc2)O1,6.7,nt,-18.6,nt,nt,-3.1,nt,-4.8,-19.5,nt,0.9
COC(=O)CNC(=O)C(Cc1c[nH]c2ccccc12)NC(=O)Oc1ccccc1 (configuration not stated),11.3,-3.5,-0.5,3.6,-0.8,-9.9,-3.4,-0.7,0.3,11.0,-16.6
CCN1CCN(CC(=O)c2c[nH]c3ccc(C)cc23)CC1,4.7,-1.6,4.6,8.7,-5.8,0.3,9.9,-1.0,-0.4,-5.6,-32.9

Just NR5A2 inv ag and COUP-TFII inh, for four of the compounds above:
Structure	NR5A2 inv ag	COUP-TFII inh
Cc1cc(-c2nn3c(-c4ccccc4)nnc3s2)c2ccccc2n1	48.9	-24.3
O=C(c1cncc(Br)c1)N1CCN(c2ccc(N3CCOCC3)nn2)CC1	-0.1	8.9
COc1ccc(Cc2nc3ccccc3[nH]c2=O)cc1	-1.2	3.1
COC(=O)c1ccccc1NC(=S)NC(=O)c1ccccc1F	13.9	-3.1

Random draw from the library. About 4.2% of those tested had a hit in this group.
